TGFb inhibitor: inhibitors of TGF-b signaling; AID 588855; HepG2 CAGA-GFP TGF-b/SMAD3 reporter, GFP fluorescence, 18 h; TGF-beta stimulated, 500 pg/mL final; Potency, µM (titrated, usually from 46.1 µM), without a hit: at the highest dose activity, negative = inhibition, hits mostly inhibitors; hit rate 1.2% among 410,000; note: potency is the fitted concentration of half-maximal effect; % is set by controls: 0 for no effect and ±100 for the full control effect; nearly all actives have a fitted effect of over 65% in size
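Inhibition was scored as loss of TGF-beta-induced (500 pg/mL final, 18 hours, 37 degrees C) GFP in HEPG2 cells carrying a CAGA-GFP reporter, in DMEM with 1% FBS. Well GFP was summed per cell; Activity was normalised to unstimulated and stimulated DMSO wells, then concentration-response fitting.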
Nrf2 activator: activates Nrf2 signaling; AREc32 ARE-luciferase reporter (MCF7-derived line), luminescence, 24 h; Potency, µM (series often up to 46.1 µM), inactives show at the highest dose activation, hits mostly activators; hit rate 0.31% among 410,000; note: potency is the fitted concentration of half-maximal effect; % of control where 0% means no effect; nearly all actives have a fitted effect of over 65% in size
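Each well held 1000 AREc32 cells, which were incubated with compound for 24 hr at 37 deg C after overnight attachment, and ARE reporter activity was quantified by firefly luciferase luminescence.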
CCT chaperon mod: cytosolic chaperonin activity modulation; purified chaperonin ATPase assay, HTRF ADP detection, 30 min; activity change, % (no concentration beside the values), hits read low; hit rate 0.3% among 360,000; AID 651819; in the data active = activity change below about -30%; note: % is set by controls: 0 for no effect and ±100 for the full control effect
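ATPase activity: ADP formed was measured by HTRF Transcreener (665/615 nm ratio) after 30 min at 37 deg C with 10 uM ATP. Compounds screened at one 76 uM concentration against 40 or 20 nM TRiC in Tris pH 7.4/KCl/MgCl2/DTT buffer.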
Mm-Cpn inhibitor: blocks the Methanococcus maripaludis chaperonin Mm-Cpn; purified Mm-Cpn ATPase, ADP Transcreener TR-FRET; Potency, µM (top dose mostly 76.9 µM), inactives show at the top dose activity, negative = inhibition, usual class: inhibitors; hit rate 0.031% among 330,000; note: potency is the fitted concentration of half-maximal effect; % is set by controls: 0 for no effect and ±100 for the full control effect; nearly all actives have a fitted effect of over 80% in size
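ATPase read-out: TR-FRET ADP immunoassay (anti-ADP Eu cryptate vs ADP-d2), ex 320 nm, em 590/665 nm; signal drops as ADP forms. Enzyme 25 nM, ATP 10 uM, 30 min at 37°C after 10 min compound preincubation.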
Akt phos inh: Akt phosphorylation inhibition; Neuro2A IGF-stimulated pAkt S473 HTRF, 20 min; active compounds read low; activity change, % for hits at 50 µM; hit rate 0.32% among 360,000; in the data active = activity change below about -80%; inconclusive = mostly about -51% to -80%; note: % is set by controls: 0 for no effect and ±100 for the full control effect
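Single-point screen (50 µM final compound) in Neuro2A cells stimulated 20 min with 6 nM IGF at 37 deg C. After lysis, Ser473-phosphorylated Akt read by HTRF (ex 330 nm, em 615/665 nm) as the 665/615 ratio.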
Nrf2 inh: blocks Nrf2 signaling. AID 504444. Potency, µM (highest dose often 46 µM), for the others: at the highest dose activity change, negative = inhibition, actives largely listed as inhibitors. hit rate 2.1% among 360,000. A549 ARE-Fluc reporter, luciferase luminescence, 18-24 h; note: potency is the fitted concentration of half-maximal effect; % is set by controls: 0 for no effect and ±100 for the full control effect; nearly all actives have a fitted effect of over 60% in size
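Concentration-response testing used A549 ARE_Fluc cells at 5000 cells/well. Following an 18-24 h compound incubation, viability was read by fluorescence (Ex 405/Em 525) and luciferase output by luminescence.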
A549 tox: kills or reduces viability of A549 cells in Nrf2 counter-screen; Potency, µM (titrated, usually from 46 µM), inactives show at the highest dose activity change, negative = cytotoxicity, usual class: inhibitors; A549 ARE-Fluc cells, CellTiter-Fluor viability, 18-24 h; AID 504648; hit rate 0.16% among 390,000; note: potency is the fitted concentration of half-maximal effect; % is set by controls: 0 for no effect and ±100 for the full control effect
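A549 ARE_Fluc cells in 5% FBS OPTI-MEM were exposed to compounds in concentration-response for 18-24 h at 37 deg C. Viability was read by CellTiter-Fluor fluorescence (Ex 405/Em 525) after 30 min, before the luciferase read.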
HepG2 viability: kills HepG2 cells in TGF-b inhibitor counter-screen; HepG2 CAGA-GFP viability, ATP luminescence, 18 h; Potency, µM (top dose mostly 46.1 µM), for inactives: at the highest dose activity change, negative = cytotoxicity, actives largely listed as cytotoxic; hit rate 0.76% among 410,000; note: potency is the fitted concentration of half-maximal effect; some results filed as inactive show a strong effect at the top dose
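CellTiter-Glo luminescence gave cytotoxicity after 18 hours at 37 degrees C. The cells were HepG2 CAGA-GFP in 1% FBS DMEM, stimulated with 500 pg/mL TGF-beta after compound addition. %Activity was normalised to no-cell wells (complete cell-killing) and DMSO (no toxicity), and curves were fitted and classified.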
ATXN viability: cell viability loss in ATXN counter-screen | S2 cells (HEK-293 line with an ATXN2-luciferase reporter) viability, CellTiter-Fluor protease fluorescence, 24 h | Potency, µM (highest dose often 56.7 µM), actives largely listed as cytotoxic | AID 651635 | hit rate 0.49% among 400,000; note: potency is the fitted concentration of half-maximal effect; nearly all actives have a fitted effect of over 40% in size
* hit, by the source's call; i = inactive; ? = inconclusive; / = no result given; [ ] = dose if it differs, or a comment. Unless noted, calls come from the whole dose curve; as a rule, active = well fitted curve in the direction sought with a large enough effect; inconclusive = small, poorly fitted or top-dose-only effect, or another doubt; inactive = no such curve, though single readings can be large; an effect the other way counts as inactive or inconclusive.

| Structure | CCT chaperon mod | Mm-Cpn inhibitor | Nrf2 activator | ATXN viability | Akt phos inh | Nrf2 inh | HepG2 viability | A549 tox | TGFb inhibitor |
| --- | --- | --- | --- | --- | --- | --- | --- | --- | --- |
| COc1ccc2c(OC)c3ccoc3nc2c1OC | 1.3 | -8% | 2.8% | i | i | -16% | -14% | -1% | 5% |
| CN(Cc1ccccc1)C(=O)c1cccc(NC(=O)Cc2ccc(NC(=O)C3CCN(C(=O)C4CCCCC4)CC3)cc2)c1 | -2.6 | / | 1.2% | ? | i | -27% | -12% | 4% | 0% |
| CC(=O)c1c(OCC(=O)O)ccc2c(C)cc(=O)oc12 | -1.6 | / | -0.7% | i | i | 5% | -3% | -6% | -3% |
| CN(C(=O)Nc1ccccc1)n1cnc2ccccc2c1=O | 1.9 | 0% | -1.0% | i | i | -1% | 14% | -1% | 10% |
| Cc1ccc(/C=C2\SC(=S)N(c3c(C)n(C)n(-c4ccccc4)c3=O)C2=O)cc1 | 1.5 | -1% | 13% | ? | i | -7% | -33% | -13% | 23% |
| Cc1ccc(C)c(S(=O)(=O)N2CCN(C(=O)C(C)Sc3ccccc3)CC2)c1 (stereo not drawn) | -0.8 | 5% | 0.0% | i | i | ? | -8% | -11% | -17% |
| CCOC(=O)/C=C1/SCC(=O)N1CC(=O)NC12CC3CC(CC(C3)C1)C2 | -0.4 | / | -0.6% | i | i | -18% | -4% | 10% | -1% |
| CCN/N=C(\Cc1nc2ccccc2[nH]1)c1ccccc1 | 2.1 | -6% | 12% | / | i | 29% | -34% | 0% | 3% |
| C=C(C)C1CC=C(C)/C(=N/NC(=O)c2cccs2)C1 (stereo not drawn) | -0.2 | 1% | 6.8% | i | i | 13% | -1% | 16% | -11% |
| COC(=O)\C(C(C)=O)=C(/C=C/C=C/C=C/N(C)C)N(C)C | 1.2 | -2% | 0.2% | ? | i | / | -10% | -22% | 0% |
| Cc1noc(C)c1COC(=O)c1csc2c1CCCC2 | -0.2 | 0% | -0.1% | ? | i | ? | -34% | 3% | -4% |
| CS(=O)(=O)n1nc(-c2ccc(Cl)cc2)nc1SCc1ccccc1 | -0.2 | 0% | 3.6% | i | i | / | -31% | 3% | ? |
| Cc1sc2nc(SCc3nc(-c4ccccc4)no3)n(-c3ccccc3)c(=O)c2c1C | -1.7 | 0% | -0.1% | i | i | 1% | -2% | -6% | 0% |
| O=C(NCCN1CCOCC1)C1CCCN(S(=O)(=O)c2ccc(F)cc2)C1 (stereo not drawn) | 0.8 | -1% | 0.1% | i | i | 1% | 5% | 0% | -13% |
| c1ccc(NC2=Nc3cccc4cccc2c34)cc1 | -2.7 | -2% | 18% | i | i | 22% | 5% | -16% | 2% |
| CCC(=O)c1ccc(OCc2ccc(C(=O)c3ccccc3)cc2)cc1 | -3.3 | 1% | 0.2% | i | i | 7.3µM* | -6% | ? | -22% |
| CSCCC(N=CC1=C(O)CC(C)(C)CC1=O)C(=O)O (stereo not drawn) | -1.0 | 2% | -0.2% | i | i | ? | -8% | 3% | 7% |
| C=CCn1c(SCC(=O)N(CCOC)c2c(N)n(CCCC)c(=O)[nH]c2=O)nnc1-c1ccc(Cl)cc1 | 0.2 | 3% | 0.2% | i | i | 5% | -9% | 6% | 4% |
| NC(=O)CC(NC(=O)c1ccc(Br)cc1)c1ccc(N2CCN(c3ccc(F)cc3)CC2)c([N+](=O)[O-])c1 (stereo not drawn) | -4.2 | 1% | 0.5% | ? | i | ? | -33% | -17% | -22% |
| COc1cccc2c(Cl)c(CCCl)c(C)nc12 | 1.2 | -2% | ? | i | i | 1% | -4% | 0% | -8% |
| Cc1nc(N2CCCC2)ncc1C(=O)Nc1ccc(OC(F)(F)F)cc1 | / | / | -0.6% | i | / | / | 4% | -11% | -10% |
| COc1cccc(NC(=S)N(Cc2cccc(Br)c2)CC2CCC(C(=O)O)CC2)c1 (stereo not drawn) | 0.2 | 3% | -0.1% | i | i | 3% | 0% | 4% | 3% |
| O=C(CN1CCN(C(=O)c2ccc(OCc3cn4ccccc4n3)cc2)CC1)Nc1cccc(F)c1 | -1.6 | -1% | 0.4% | i | i | ? | -16% | -7% | -11% |
| CC(=O)N1c2ccc(S(=O)(=O)NCCC(=O)NCc3ccc(N(C)C)cc3)cc2CC1C (stereo not drawn) | -1.1 | 0% | -0.1% | i | i | -28% | 11% | 1% | 5% |

Record cards, as listed above.
CC(=O)N1c2ccc(S(=O)(=O)NCCC(=O)NCc3ccc(N(C)C)cc3)cc2CC1C (stereo not drawn) as listed: CCT chaperon mod = -1.1; Mm-Cpn inhibitor = 0%; Nrf2 activator = -0.1%; ATXN viability = i; Akt phos inh = i; Nrf2 inh = -28%; HepG2 viability = 11%; A549 tox = 1%; TGFb inhibitor = 5%
CCC(=O)c1ccc(OCc2ccc(C(=O)c3ccccc3)cc2)cc1 as listed: CCT chaperon mod = -3.3; Mm-Cpn inhibitor = 1%; Nrf2 activator = 0.2%; ATXN viability = i; Akt phos inh = i; Nrf2 inh = 7.3µM*; HepG2 viability = -6%; A549 tox = ?; TGFb inhibitor = -22%

Continued.
| Structure | CCT chaperon mod | Mm-Cpn inhibitor | Nrf2 activator | ATXN viability | Akt phos inh | Nrf2 inh | HepG2 viability | A549 tox | TGFb inhibitor |
| --- | --- | --- | --- | --- | --- | --- | --- | --- | --- |
| O=C(NN1C(=O)C2C3C=CC(O3)C2C1=O)c1ccccc1 (stereo not drawn) | -0.7 | 0% | 0.0% | i | i | 10% | 18% | 1% | 3% |
| COc1ccc(CN2CCc3ccccc3C2)c(OC)c1OC | -2.8 | -1% | -0.4% | ? | i | 0% | 2% | 0%[1.84 µM] | -8% |
| COc1ccc(CN2CCC(C(=O)NC(c3ccc4c(c3)OCO4)c3ccccn3)CC2)cc1 (stereo not drawn) | -0.1 | / | 0.1%[9.22 µM] | ? | i | / | -19% | / | -8% |
| CC1(C)CC(=O)c2cc(-c3nc(-c4ccc(Cl)cc4)cs3)c(=O)n(-c3ccc(F)cc3)c2C1 | / | / | -1.0% | i | / | -13% | 3% | -2% | 3% |
| Cc1cc(C)c2ccc(=S)[nH]c2n1 | -1.1 | -1% | 3.2% | i | i | -12% | 12% | -7% | 1% |
| COc1ccc(C(CNC(=O)c2oc3c(Cl)cccc3c2C)N2CCCC2)cc1 (stereo not drawn) | 0.3 | 0% | 9.1% | i | i | 4% | -27% | -10% | 5% |
| O=C(O)CNC(=O)CC1S/C(=N/N=C2\CSC(=O)N2)NC1=O (stereo not drawn) | 0.1 | -2% | 0.1% | ? | i | -8% | 1% | -4% | 2% |
| COc1ccc(N(CC(=O)NCc2ccncc2)S(=O)(=O)c2ccccc2[N+](=O)[O-])c(OC)c1 | -1.9 | 2% | 4.4% | i | i | 10% | 0% | -4% | 0% |
| COc1cc(/C=C(/NC(=O)c2ccccc2)C(=O)Nc2cccc(O)c2)c([N+](=O)[O-])cc1OC | -1.6 | -6% | 3.8% | i | i | ? | 14% | -11% | 6% |
| O=C(CSc1nnc(CNC(=O)c2ccc(F)cc2)o1)NCc1ccc2c(c1)OCO2 | 0.4 | -5% | 0.8% | i | i | -15% | 0% | 2% | 11% |
| O=C(COC(=O)c1cc(Cl)nc(Cl)c1)NC1CCCCCC1 | -0.4 | 1% | -0.6% | i | i | 8% | 11% | 0% | 25% |
| COc1ccc(/C=C2/SC(=S)N(CCCC(=O)Nc3ccc(O)cc3)C2=O)cc1 | -0.7 | -1% | 3.1% | ? | i | 17% | -20% | -4% | ? |
| O=C(NCC1CCCO1)C1CCN(C2CCN(C3CCCCCC3)CC2)CC1 (stereo not drawn) | -1.6 | 0% | -0.9% | i | i | 28% | -12% | -10% | 6% |
| CC(=O)c1c(N2CCOCC2)nc(=O)n(-c2ccccc2)c1C | 1.2 | 2% | -0.1% | i | i | 9% | 4% | -3% | -5% |
| CC12CCC(=O)N1C(C(=O)Nc1nc(-c3ccccc3Cl)cs1)CS2 (stereo not drawn) | -0.6 | -9% | 14% | i | i | ? | -13% | -8% | ? |
| C/C(CCN1CCc2nc(-c3ccccc3)c(-c3ccccc3)cc2C1)=N\O[C@@H](C)c1cc(-c2c(C)cc(C)cc2C)no1 | -3.3 | -1% | -0.9% | i | i | 9% | -16% | ? | -12% |
| Cc1ccc(OC(=O)c2cc(-c3ccc4c(c3)OCCO4)on2)cc1C | / | / | -0.1% | i | / | -28% | -2% | -3% | 5% |
| Cc1noc(/C=C/c2cccs2)c1S(=O)(=O)N1CCC(C(=O)Nc2ccc(F)c(Cl)c2)CC1 | / | / | 0.3% | / | / | ? | -24% | -15% | 6.3µM* |
| CN1C(=O)C2(NC(=O)c3ccccc3N2C)c2ccccc21 (stereo not drawn) | 0.0 | -3% | 0.6% | i | i | 9% | 3% | -12% | 2% |
| Cc1ccc(NC(=O)OCCNC(=O)OC(C)C)cc1 | -0.8 | 0% | 3.3% | i | i | 17% | 0% | -1% | ? |
| COc1ccc(NC(=O)c2ccc3nc(CCc4ccccc4)oc3c2)cc1 | / | / | 4.0% | i | / | / | 0% | -1% | 8% |
| COc1ccc2c3c(cccc13)C(=O)CC2 | -3.9 | -1% | 16% | / | i | 2% | -35% | 4% | 46%[activator] |
| COc1ccc(-c2[nH]c3c(c2-c2c(-n4cccc4)n(C)c(=O)[nH]c2=O)c(=O)[nH]c(=O)n3C)cc1F | / | / | -0.4% | / | / | 12% | -7% | -11% | -15% |
| Nn1c(CSc2ccccn2)nc2ccccc2c1=O | 0.6 | 0% | 6.5% | i | i | ? | -5% | 4% | -2% |
| O=C(N/N=C/c1cc([N+](=O)[O-])ccc1O)c1c[nH]c2ccccc12 | -1.1 | 5% | -0.4% | i | i | -20% | -31% | -4% | ? |
